mHTT CaM bind = disrupts binding of mutant huntingtin to calmodulin | P42858 | AlphaScreen His-mHTT/GST-CaM binding, luminescence | inhibition, % at 15 µM | 190,000 compounds, 3.6% hits | AID 1671202;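 also: 0% = both proteins with DMSO and 100% = one protein alone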
Pf apPOL inh = Pf-apPOL DNA polymerase inhibition. Recombinant Pf-apPOL, molecular beacon fluorescence, 1.5 h. inhibition, % at 10 µM. 210,000 compounds, 0.25% hits. AID 1794808
Active calls of the source: *; i = inactive; x = no result given; & = joins results of further samples. Rule as the data show it: active = inhibition above about 50%; inactive = the rest.

entry | canonical_smiles | mHTT CaM bind | Pf apPOL inh
1 | C(=NCc1ccccc1)c1cn(-c2ccccc2)nc1-c1cccs1 | -18.0 | -2.9
2 | Clc1ccccc1C=Nc1c(-c2ccco2)nc2ccccn12 | 79.0* | 3.0
3 | Cc1ccc2c(c1)C1=C(C(c3cccc(F)c3)O2)C(c2ccccc2)n2ncnc2N1 (stereo not drawn) | 25.0 | 1.8
4 | COc1ccccc1N(CC(=O)NC1CCCCCC1)S(C)(=O)=O | -0.3 | -3.0
5 | CC(C)CC(=O)N1CCC(COc2ccc(C(=O)NC(C)C)cc2)CC1 | -4.9 | -6.2
6 | Cc1nnc(NC(=O)CCc2c(C)n[nH]c2C)s1 | -10.1 | -1.5
7 | O=C(O)c1c[nH]c2ccc(S(=O)(=O)Nc3ccc4c(c3)OCCO4)cc2c1=O | 0.0 | -3.3
8 | CCOc1ccc(C(=O)Nc2ccc(N(CC)CC)cc2)cc1 | 5.8 | -2.9
9 | CCOC(=O)N1CCc2nn(CC(=O)Nc3ccc(F)cc3)c(=O)cc2C1 | 11.9 | -3.7
10 | CCC(C(=O)Nc1c2c(nn1C(C)(C)C)CSC2)c1ccccc1 (stereo not drawn) | 26.0 | -0.4
11 | COC[C@H]1CCCN1c1ccc2c(c1)O[C@H](COCc1ccccc1)CN([C@@H](C)c1ccccc1)S2(=O)=O | 0.8 | 0.2
12 | O=C(CNC(=O)c1ccc(Cl)cc1Cl)c1ccccc1 | -9.8 | 1.8
13 | CSc1scc2c1C(=NOC(=O)c1cccc(C(F)(F)F)c1)CC(C)(C)C2 | x | -0.9
14 | Cc1nccn1-c1ccc(CNC(=O)c2cccc(F)c2)cc1 | 5.4 | 1.1
15 | CCn1c(C2CCN(C(=O)Cc3ccc(F)cc3)C2)nc2cccnc21 (stereo not drawn) | -5.2 | -4.1
16 | Cc1ccc(C(=O)NCc2ccccc2C)c(C2CCN(C(=O)C(C)C)CC2)n1 | 0.7 | -3.6
17 | COc1cc(NC(=O)c2noc3c2CCCC3)cc(OC)c1OC | 1.7 | -2.8
18 | N#Cc1nccnc1N1CCC(C(c2ccccc2)c2ccccc2)CC1 | x | 2.5
19 | CC(C)(C)C(=O)N1CCCN(C2CCN(Cc3ccccc3)C2=O)CC1 (stereo not drawn) | 5.0 | 2.5
20 | CC(C)(C#Cc1cc(C(F)(F)F)cc(C(F)(F)F)c1)N=Cc1cc(Cl)cc(Cl)c1O | x | -4.6
21 | Cn1c(=O)c2[nH]c(Br)c(Br)c2n(C)c1=O | -5.1 | x
22 | O=C(Nc1ccc(Cl)c(Cl)c1)c1ccc(F)c(S(=O)(=O)NCc2ccc(F)cc2)c1 | 0.0 | -7.4
23 | O=C(Nc1ccc2c(c1)OCCO2)c1cccnc1Sc1ccccc1 | x | -6.0
24 | Nc1ccccc1C(O)(Cc1ccccc1)c1ccccc1 (stereo not drawn) | x | -6.2
25 | CC(=O)O/N=C(\C)c1cc(C(C)(C)C)cc2c1CCC2(C)C | i | -5.6
26 | CCOC(=O)COc1ccc2c(=O)c(Oc3ccccc3OC)coc2c1 | -5.7 | -8.8
27 | CCOc1ccccc1NC(=O)c1ccc(N(Cc2ccccc2Cl)S(C)(=O)=O)cc1 | -10.4 | -0.7
28 | COc1ccccc1N1CCN(C(=O)c2ccc(-c3ccsc3)nc2)CC1 | 26.7 | -5.5
29 | C=C[C@@H]1c2ccccc2N(S(=O)(=O)c2ccc(C)cc2)[C@H](c2ccc(OC(C)=O)cc2)C1(C#N)C#N | 9.0 | -6.6
30 | Cc1ccccc1OCC(=O)OCc1cc(-c2ccco2)on1 | -17.6 | -5.7
31 | COc1cc2c(cc1OC)C(C(CCC(C)C)C(N)=O)=NC(C)(C)C2 (stereo not drawn) | 5.0&6.4 | 13.2&1.5
32 | COc1ccc(S(=O)(=O)Nc2ccc(S(=O)(=O)Nc3ccccc3Cl)cc2)cc1 | 2.1 | -8.5
33 | COc1cc(-c2n[nH]c(=S)o2)cc(OC)c1OC | 2.0 | x
34 | CC(=O)N1Cc2[nH]c3ccccc3c2CC1C(=O)O (stereo not drawn) | 3.0 | -0.3
35 | Cn1ncc(N2CCC(C(=O)NCc3ccc(F)cc3F)CC2)cc1=O | -6.4 | -2.7
36 | Cn1c(N2CCCCC2)nc2c1c(=O)n(Cc1ccc(F)cc1)c(=O)n2C | 0.0 | -13.7
37 | O=c1c2scc(-c3ccccc3)c2ncn1CCOc1ccccc1 | -30.8 | -0.2
38 | O=C(Cc1nnc(NC(=O)Nc2ccccc2F)s1)Nc1ccccc1 | 2.4 | -2.9
39 | Cc1ccc(S(=O)(=O)NC2CCN(C(=O)C3CCCO3)CC2)cc1 (stereo not drawn) | -3.3 | -1.3
40 | O=C(Nc1cccc(N=Cc2cc(Br)cc(Br)c2O)c1)c1ccco1 | 24.0 | 2.2
41 | CCOc1nn(-c2nc(-c3ccc(OC)cc3)cc(C(F)(F)F)n2)cc1[N+](=O)[O-] | -1.0 | -5.8
42 | C=CCn1c(=N)n(CC(O)COc2ccc(Cl)cc2)c2ccccc21 (stereo not drawn) | -2.8 | -2.9
43 | COC1=CCC2([N+](=O)[O-])CN(CCO)CC1([N+](=O)[O-])C2 (stereo not drawn) | -13.0 | -1.7
44 | O=C(CC1NC(=O)N(C2CCCCC2)C1=O)NCC12CC3CC(CC(C3)C1)C2 (stereo not drawn) | -4.6 | x
45 | COc1ccccc1CN=Cc1[nH]c2ccc(Br)c(Cl)c2c1O | 71.0* | -9.3
46 | CS(=O)(=O)Nc1ccc(F)c(F)c1 | -4.7 | x
47 | Cc1ccc(CCNC(=O)C2CCCN(C(=O)c3cccc(Cl)c3)C2)cc1 (stereo not drawn) | 34.6 | 0.4
48 | C=CCNC(=O)NN=c1cc(C)c2cc3c(cc2o1)OC1(CCCCC1)CC3 | 2.0 | -5.7
49 | CCC1(CC)Cc2cc(OC)c(OC)cc2C(c2ccccc2)N1 (stereo not drawn) | -2.5 | -2.3
50 | CCCN1CCN(CCCNC(=O)C2CCN(c3ccc(N4CCCC4)nn3)CC2)CC1 | 11.3 | 1.6
51 | O=C(NCc1csc(C2CCN(S(=O)(=O)c3ccccc3Cl)CC2)n1)C1CC1 | 15.9 | -1.9
52 | Clc1cccc(CN[C@H]2CCC23CCCCC3)c1 | -16.7 | -6.7
53 | Cc1cc(C)cc(-n2ccnc2SCC(=O)Nc2ccc(Cl)c(Cl)c2)c1 | -1.0 | 9.4
54 | O=C(c1c(F)cccc1F)N1CCN(c2ccc([N+](=O)[O-])cc2)CC1 | 4.1 | 5.2
55 | O=C(Cc1ccccc1Cl)NCCS(=O)(=O)N1CCN(c2ccccn2)CC1 | -1.9 | -3.1
56 | Cn1c(=O)c(-c2nc3ccccc3[nH]2)c(O)c2ccccc21 | 20.1 | -5.8
57 | CCc1ccc(-c2csc(N3C(=O)C4C5CCC(C5=C(C)C)C4C3=O)n2)cc1 (stereo not drawn) | 4.6 | -3.6
58 | COc1ccc(C(CC(=O)N2CCCC2)c2c(O)cc(OC)cc2OC)cc1 (stereo not drawn) | 10.5 | 0.9
59 | CC(C)(C)NC(=S)NN=CC=NNC(=S)NC(C)(C)C | x | 1.3
60 | Cc1cccc(Nc2cc(=O)n(C)c(=O)[nH]2)c1 | -3.4 | -4.1

Quoted from above, nos. 36 to 58
entry | canonical_smiles | mHTT CaM bind | Pf apPOL inh
36 | Cn1c(N2CCCCC2)nc2c1c(=O)n(Cc1ccc(F)cc1)c(=O)n2C | 0.0 | -13.7
37 | O=c1c2scc(-c3ccccc3)c2ncn1CCOc1ccccc1 | -30.8 | -0.2
38 | O=C(Cc1nnc(NC(=O)Nc2ccccc2F)s1)Nc1ccccc1 | 2.4 | -2.9
39 | Cc1ccc(S(=O)(=O)NC2CCN(C(=O)C3CCCO3)CC2)cc1 (stereo not drawn) | -3.3 | -1.3
40 | O=C(Nc1cccc(N=Cc2cc(Br)cc(Br)c2O)c1)c1ccco1 | 24.0 | 2.2
41 | CCOc1nn(-c2nc(-c3ccc(OC)cc3)cc(C(F)(F)F)n2)cc1[N+](=O)[O-] | -1.0 | -5.8
42 | C=CCn1c(=N)n(CC(O)COc2ccc(Cl)cc2)c2ccccc21 (stereo not drawn) | -2.8 | -2.9
43 | COC1=CCC2([N+](=O)[O-])CN(CCO)CC1([N+](=O)[O-])C2 (stereo not drawn) | -13.0 | -1.7
44 | O=C(CC1NC(=O)N(C2CCCCC2)C1=O)NCC12CC3CC(CC(C3)C1)C2 (stereo not drawn) | -4.6 | x
45 | COc1ccccc1CN=Cc1[nH]c2ccc(Br)c(Cl)c2c1O | 71.0* | -9.3
46 | CS(=O)(=O)Nc1ccc(F)c(F)c1 | -4.7 | x
47 | Cc1ccc(CCNC(=O)C2CCCN(C(=O)c3cccc(Cl)c3)C2)cc1 (stereo not drawn) | 34.6 | 0.4
48 | C=CCNC(=O)NN=c1cc(C)c2cc3c(cc2o1)OC1(CCCCC1)CC3 | 2.0 | -5.7
49 | CCC1(CC)Cc2cc(OC)c(OC)cc2C(c2ccccc2)N1 (stereo not drawn) | -2.5 | -2.3
50 | CCCN1CCN(CCCNC(=O)C2CCN(c3ccc(N4CCCC4)nn3)CC2)CC1 | 11.3 | 1.6
51 | O=C(NCc1csc(C2CCN(S(=O)(=O)c3ccccc3Cl)CC2)n1)C1CC1 | 15.9 | -1.9
52 | Clc1cccc(CN[C@H]2CCC23CCCCC3)c1 | -16.7 | -6.7
53 | Cc1cc(C)cc(-n2ccnc2SCC(=O)Nc2ccc(Cl)c(Cl)c2)c1 | -1.0 | 9.4
54 | O=C(c1c(F)cccc1F)N1CCN(c2ccc([N+](=O)[O-])cc2)CC1 | 4.1 | 5.2
55 | O=C(Cc1ccccc1Cl)NCCS(=O)(=O)N1CCN(c2ccccn2)CC1 | -1.9 | -3.1
56 | Cn1c(=O)c(-c2nc3ccccc3[nH]2)c(O)c2ccccc21 | 20.1 | -5.8
57 | CCc1ccc(-c2csc(N3C(=O)C4C5CCC(C5=C(C)C)C4C3=O)n2)cc1 (stereo not drawn) | 4.6 | -3.6
58 | COc1ccc(C(CC(=O)N2CCCC2)c2c(O)cc(OC)cc2OC)cc1 (stereo not drawn) | 10.5 | 0.9

The list goes on.
entry | canonical_smiles | mHTT CaM bind | Pf apPOL inh
61 | CCN1CCN(C(=O)c2ccc(F)cc2)CC1 | -10.7 | -0.8
62 | O=C(c1cccc2c1CCN2C(=O)C1CC1)N1CCOCC1 | -4.9 | -4.2
63 | Brc1ccc(-n2nnnc2C=CN2CCOCC2)cc1 | x | -8.9
64 | CC1CC(=O)Nc2ccccc2N1C(=O)c1cc(Cl)sc1Cl (stereo not drawn) | x | -4.8
65 | Cc1ccc(-c2nnn(CC(=O)Nc3nn(-c4ccccc4)nc3C(N)=O)n2)cc1 | 7.0 | -5.9
66 | Cc1ccc(NC(=O)Cn2[nH]c3c(cnc4ccc(Cl)cc43)c2=O)cc1Cl | -5.3 | -2.3
67 | COc1ccc(C(=O)Nc2cccc(NC(=O)c3ccccc3)c2)cc1Br | 6.1 | -2.9
68 | CCc1ccc(C2CC(c3ccccc3)n3nnnc3N2)cc1 (stereo not drawn) | 1.0 | 0.1
69 | CCCCOC(=O)CSCC(=O)Nc1nnc(SCC)s1 | -11.7 | 1.2
70 | O=C(O)C1C2CCC(O2)C1C(=O)NCc1ccncc1 (stereo not drawn) | -2.0 | -15.5
71 | Cc1ccc(C)c(NC(=O)c2ccc(F)cc2)c1 | -7.7 | -8.6
72 | COc1cccc(OC)c1C(=O)Oc1ccc2c(c1)OC(=Cc1cccs1)C2=O | 11.7 | -0.1
73 | COc1ccc(NC(=O)c2cn3c(n2)CCCC3)c(C)c1 | -3.5 | 0.8
74 | c1coc(CNC2C3CC4CC(C3)CC2C4)c1 (stereo not drawn) | 4.1 | 0.3
75 | C=CCn1cnc2c1c(=O)n(CC1CC1)c(=O)n2-c1cccc(Cl)c1 | 8.7 | 2.3
76 | O=C1c2ccccc2-c2nnc(-c3cccc(OC(F)(F)F)c3)cc21 | x | -9.3
77 | COc1ccc(/C=C2\SC(=N)N(c3nccs3)C2=O)cc1 | 4.0 | -1.2
78 | c1cc2c(cc1-c1csc(-c3ccc4c(c3)OCCO4)n1)OCCO2 | x | 6.7
79 | O=C(Nc1ccc([N+](=O)[O-])cc1Br)c1sc2ccccc2c1Cl | 3.6 | 1.8
80 | CC(=O)Nc1cccc(OCC(=O)Nc2ccc(F)cc2)c1 | 3.0 | 2.5
81 | O=C(CN(C1CCCCC1)S(=O)(=O)c1ccc(F)cc1)N1CCCC1 | -0.2 | -4.1
82 | CCCC1CCC2(CC1)CC[C@H]2OC(=O)Nc1ccccc1C (stereo partly drawn) | -14.3 | -5.0
83 | Cc1nc2c(C(=O)N3CCCCC3)cnn2c(C)c1Cc1ccc(Cl)cc1 | 100.0* | 1.6
84 | COc1ccc(N=c2oc3c(OC)cccc3cc2C(=O)Nc2nccs2)cc1Cl | -2.0 | -1.0
85 | Cc1ccc(N2C(=O)C3C4C=CC(CO)(O4)C3C2=O)cc1Br (stereo not drawn) | 0.0 | 1.6
86 | CCN1C(=O)Cc2ccccc2C1C(=O)N1CCC(C)CC1 (stereo not drawn) | -14.2 | 5.1
87 | CCCCNC(=O)NS(=O)(=O)c1cc(Cl)sc1Cl | x | -2.9
88 | CC(=O)N1c2ccccc2-c2ccccc2S1(=O)=O | 42.0 | 2.9
89 | O=C(Nc1ccc(Br)cc1)C(=O)c1c(O)[nH]c2ccc([N+](=O)[O-])cc12 | 18.0 | -4.5
90 | COc1cccc(NC(=O)Nc2nnc(-c3cccc(OC)c3)s2)c1 | 1.0 | -3.9
91 | O=C1Nc2ccccc2C1=Nc1cccc(C(F)(F)F)c1 | 5.0 | 34.3
92 | Cc1ccc(-c2ncccc2CNC(=O)c2cccs2)cc1 | -8.1 | -7.5
93 | CCCNC(=O)c1cc2n(n1)C(C(F)(F)F)CC(c1ccc(Cl)c(Cl)c1)N2 (stereo not drawn) | 0.0 | -1.4
94 | O=C(O)CCCNS(=O)(=O)c1ccc([N+](=O)[O-])cc1 | -0.2 | -6.7
95 | CNC(=O)C(C1CCCC1)N1CCN(C(=O)c2cccc(Br)c2)CC1 (stereo not drawn) | 7.1 | -1.4
96 | COc1cc(NC(=O)Cc2ccc([N+](=O)[O-])cc2)cc(OC)c1 | -2.2 | 1.6
97 | COc1ccc(C)c(NC(=O)COc2c(C)cccc2C)c1 | -35.5 | 0.2

Source: PubChem BioAssay
